S3 lipid droplet – qHTS Assay for Lipid Storage Modulators in Drosophila S3 Cells; Drosophila S3 cells, BODIPY lipid droplet fluorescence, 18-24 h; cells fed with added oleic acid; 0.64% of 320,000 active; lipid storage change, negative = inhibition, % at the top dose, mostly 46.1 µM; hits show Potency in µM; active = well fitted inhibition curve with a large enough effect in the signal ratio, with a control signal flat, not every such curve was filed as active; inconclusive = small, poorly fitted or top-dose-only effect, or effect the other way, or a change in a side signal; the % refers to the signal ratio
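Drosophila S3 cells got compounds at several concentrations plus oleic acid (400 uM solution). Laser-scanning cytometry with 488 nm excitation read lipid droplets at 500-530 nm and cells at 575-640 nm. Percent activity was relative to 20 uM Triacsin C.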
S3 lipid droplet cell count max – also measured in S3 lipid droplet; calls as there; cell number change, %; measured here: cell count max response;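 cells counted by Cell Tracker Red CMTPX staining in the red channel; peak over a dose series mostly up to 46.1 µM; percent activity relative to internal control wells on each plate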
Numbers without * were called inactive; i = inactive; u = inconclusive; x = no result given. % is set by controls: 0 for no effect and ±100 for the full control effect; potency is the fitted concentration of half-maximal effect.

Sample of the layout:
SMILES | S3 lipid droplet | S3 lipid droplet cell count max
Cc1ccccc1NC1=NC(=S)N(CC(N)=O)C12CCOC(C)(C)C2 (stereo unspecified) | u | x
CCn1nc(CC(C)C)cc1C(=O)N1CCCC(Nc2ccc(F)cc2)C1 (stereo unspecified) | i | 24
Cc1cccc(NC(=O)NCCCCc2ccccc2)c1 | u | x
Cc1csc(NC(=O)CSc2nc3sc(C)c(C)c3c(=O)[nH]2)n1 | u | x
COc1ccccc1NC(=O)CN1CCN(c2ccccc2)CC1 | u | x
O=C(c1ccc(CS(=O)(=O)c2ccc(Br)cc2)o1)N1CCOCC1 | u | x
COc1ccc(CCNC(=O)C2CCCN2C(=O)Nc2ccccc2)cc1OC (stereo unspecified) | 7% | 9
Cn1cc(CNC(=O)c2cc(-c3ccccc3)nc3ccc(Br)cc23)cn1 | u | x
N=C(N)N1CCc2ccccc21 | -19% | 0
COc1ccccc1CN1CCN(Cc2nc(-c3cccs3)no2)CC1 | u | x
CSc1nc(N(C)NC(=O)c2ccc(Cl)cc2)c2ccccc2n1 | u | x
NC(=O)c1ccc(NC(=O)CNC(=O)c2sc3ccccc3c2Cl)cc1 | u | x
O=C(NCCN1CCc2ccccc2C1)C1CCN(S(=O)(=O)N2CCC3(CC2)OCCO3)CC1 | 5% | -11
Cn1cccc1/C=C1\SC(=Nc2ccc(O)cc2)NC1=O | -6% | 2
COc1cccc(NC(=O)c2ncn[nH]2)c1 | i | 5
COc1cccc(N=Nc2c(C)[nH]n(-c3ccccc3)c2=O)c1 | u | x
O=C(CSc1nnnn1Cc1ccccc1)c1ccc(F)cc1 | 9% | 28
FC(F)(F)c1cc(N2CCNCC2)c2ccccc2n1 | 2% | 7
CCOC(=O)c1c(C)[nH]c(C)c1S(=O)(=O)NCCCN1CCOCC1 | u | x
Cc1ccc(NC(=O)c2ocnc2C)cc1Cl | u | x
CCOC(=O)C(Cc1c(F)cccc1Cl)c1ccno1 (stereo unspecified) | 9% | 5
COc1ccc(CCNC(=O)CCNC(=O)c2ccc(Cl)cc2)cc1OC | 1% | 3

The whole of this part, from the start:
SMILES | S3 lipid droplet | S3 lipid droplet cell count max
Cc1ccccc1NC1=NC(=S)N(CC(N)=O)C12CCOC(C)(C)C2 (stereo unspecified) | u | x
CCn1nc(CC(C)C)cc1C(=O)N1CCCC(Nc2ccc(F)cc2)C1 (stereo unspecified) | i | 24
Cc1cccc(NC(=O)NCCCCc2ccccc2)c1 | u | x
Cc1csc(NC(=O)CSc2nc3sc(C)c(C)c3c(=O)[nH]2)n1 | u | x
COc1ccccc1NC(=O)CN1CCN(c2ccccc2)CC1 | u | x
O=C(c1ccc(CS(=O)(=O)c2ccc(Br)cc2)o1)N1CCOCC1 | u | x
COc1ccc(CCNC(=O)C2CCCN2C(=O)Nc2ccccc2)cc1OC (stereo unspecified) | 7% | 9
Cn1cc(CNC(=O)c2cc(-c3ccccc3)nc3ccc(Br)cc23)cn1 | u | x
N=C(N)N1CCc2ccccc21 | -19% | 0
COc1ccccc1CN1CCN(Cc2nc(-c3cccs3)no2)CC1 | u | x
CSc1nc(N(C)NC(=O)c2ccc(Cl)cc2)c2ccccc2n1 | u | x
NC(=O)c1ccc(NC(=O)CNC(=O)c2sc3ccccc3c2Cl)cc1 | u | x
O=C(NCCN1CCc2ccccc2C1)C1CCN(S(=O)(=O)N2CCC3(CC2)OCCO3)CC1 | 5% | -11
Cn1cccc1/C=C1\SC(=Nc2ccc(O)cc2)NC1=O | -6% | 2
COc1cccc(NC(=O)c2ncn[nH]2)c1 | i | 5
COc1cccc(N=Nc2c(C)[nH]n(-c3ccccc3)c2=O)c1 | u | x
O=C(CSc1nnnn1Cc1ccccc1)c1ccc(F)cc1 | 9% | 28
FC(F)(F)c1cc(N2CCNCC2)c2ccccc2n1 | 2% | 7
CCOC(=O)c1c(C)[nH]c(C)c1S(=O)(=O)NCCCN1CCOCC1 | u | x
Cc1ccc(NC(=O)c2ocnc2C)cc1Cl | u | x
CCOC(=O)C(Cc1c(F)cccc1Cl)c1ccno1 (stereo unspecified) | 9% | 5
COc1ccc(CCNC(=O)CCNC(=O)c2ccc(Cl)cc2)cc1OC | 1% | 3
S=C(NCc1ccc(Cl)c(Cl)c1)Nc1ccc2c(c1)OCO2 | -5% | -19
O=C(OC(C(=O)NC1CCCC1)c1ccc(F)cc1)c1ccno1 (stereo unspecified) | u | x
CC(C)NC(=O)Cc1ccc(Br)cc1 | u | x
(cont.)
SMILES | S3 lipid droplet | S3 lipid droplet cell count max
CC(C)(C)NC(=O)c1ccc(Cn2cc(C(F)(F)F)ccc2=O)cc1 | u | x
O=C(C1=C(Nc2ccccc2)c2ccccc2S(=O)(=O)N1)c1ccccc1 | 3% | -6
Cc1ccccc1N1C(=O)Cc2ccccc2C1=O | u | x
COCc1ccccc1C1=CC(=O)C[C@H](c2ccc(F)cc2)C1 | u | x
CN(C)c1cccc2c1c(NC(=O)Nc1ccc(F)cc1F)nn2C | i | x
S=c1nc(-c2sccc2OCc2ccc(Cl)cc2Cl)[nH][nH]1 | u | x
O=C(CCc1ccccc1)NNC(=S)NC(=O)c1ccc(Cl)cc1 | i | 4
Cc1nc(NCCCO)c(C#N)c2c1COC(C)(C)C2 | 2% | -1
CC(=O)N1c2ccc(S(=O)(=O)N3CCC(C(=O)N4CCCC(C)C4)CC3)cc2CC1C (stereo unspecified) | u | x
Cc1cc(N2C(=O)c3ccccc3C2=O)n(C)n1 | 4% | 10
CCCCN(CC)CCNC(=O)C1CCCN(S(=O)(=O)c2cccc3nsnc23)C1 (stereo unspecified) | 20% | 20
COc1ccccc1N(CC(=O)N/N=C(\C)c1ccccc1O)S(=O)(=O)c1ccc(C)cc1 | u | x
COc1ccc(Cc2nc3ccc(C(=O)NCC4CCOCC4)cc3o2)cc1OC | -2% | -23
C=CCN(CC=C)C(=O)c1ccc(OC2CCN(S(=O)(=O)N(C)C)CC2)cc1 | i | -26
O=C(CC1SC(N2CCCCC2)=NC1=O)Nc1ccc(C(=O)Nc2ccccc2)cc1 (stereo unspecified) | -2% | x
O=C1CCCCN1CCC(=O)N1CCCC(N2CCN(c3cccc(Cl)c3)CC2)C1 (stereo unspecified) | 7% | x
COC(=O)CCCNS(=O)(=O)c1ccc2ccccc2c1 | 1% | 12
Cc1ccc(C)c(NC(=S)NNC(=O)c2csc3c2CCCC3)c1 | u | x
CCOCC(=O)Nc1ccc([N+](=O)[O-])cc1Cl | 2% | 2
O=C(COC(=O)c1ccc(CSc2ccc(Cl)cc2)cc1)Nc1ccccc1 | 0% | 0
COc1ccc(CCNC(=O)CSc2nc(-c3ccc(OC)c(OC)c3)ccc2C#N)cc1 | -8% | 5
Cc1cc(C(=O)CSc2cccc[n+]2[O-])c(C)n1-c1ccc(Br)cc1 | u | x
C=CCc1cccc(/C=N/n2c(C)nnc2C)c1O | 3% | -6
Cc1cccc(OCC(=O)NCCCNC(=O)c2cnccn2)c1 | u | x
Cc1ccn2c(=O)nc(SCC(=O)N3CCC(Cc4ccccc4)CC3)nc2c1 | u | x
Next compounds follow:
SMILES | S3 lipid droplet | S3 lipid droplet cell count max
CC(SCc1ccccc1)C(=O)Nc1ccc2c(c1)OCO2 (stereo unspecified) | u | x
CC(C(=O)Nc1ccc(C#N)cc1)N(C)Cc1cccs1 (stereo unspecified) | u | x
CCOC(=O)c1ccc2[nH]c3c(c2c1)CCCCC3=O | -6% | -10
NC(=O)[C@@H]1CCCN1C(=O)c1ccc2nc(Cc3cccc(Cl)c3)oc2c1 | -15% | 12
CCOC(=O)C1CCN(S(=O)(=O)c2cc(F)ccc2OC)CC1 | -3% | 0
COc1cccc(/C=C/C(=O)Nc2ccc3c(c2)OCCO3)c1OC | u | x
O=C(CCCn1cnc([N+](=O)[O-])n1)Nc1cccc(Cl)c1Cl | u | x
COc1ccc(C2=CC(c3c(C)nn(-c4ccccc4)c3Cl)n3nnnc3N2)cc1OC (stereo unspecified) | -2% | -23
CCOc1ccc(Cn2c(C)nc([N+](=O)[O-])c2SCC(O)CCl)cc1[N+](=O)[O-] (stereo unspecified) | i | x
Cc1c(OCC(=O)N(C)c2ccccc2)ccc2c3c(c(=O)oc12)CCC3 | u | x
CCCCn1c(SCC2CCCCO2)nc2cc(S(N)(=O)=O)ccc21 (stereo unspecified) | u | x
COc1ccc(/C=C2\CCCc3c2nc2ccc(C)cc2c3C(=O)O)cc1O | u | x
CC1(C(=O)NC23CC4CC(CC(C4)C2)C3)CC1(Cl)Cl (stereo unspecified) | 0% | 10
COc1cc(CCC(=O)OCC(=O)NCc2ccc(Cl)cc2)cc(OC)c1OC | u | x
CCCOC(=O)c1ccc(Cl)c(NC(=O)c2ccc(-c3ccccc3)cc2)c1 | -17% | -7
COC(=O)CN1C(=O)[C@H]2[C@@H](C3CC3)N3C(=O)CN(Cc4ccccn4)C(=O)[C@@]3(Cc3ccccc3)[C@H]2C1=O | u | x
CN(CC(=O)Nc1ccc(Cl)cc1)C(=O)c1ccc(NS(=O)(=O)c2ccc3[nH]c(=O)[nH]c3c2)cc1 | 0% | -10
CCOn1c(=O)c(C)[n+]([O-])c2ccccc21 | 3% | 11
COc1ccc(CCNC(=O)C(=O)c2c(C)n(C)c3ccccc23)cc1OC | i | -15
Cc1cc(C)c(NC(=O)CSc2nnc(-c3ccco3)n2N)c(C)c1 | u | x
Nc1nc(SCC(=O)Nc2ccccc2Sc2ccccc2)n[nH]1 | u | x
CCOC(=O)C1=C(CSc2nc(CC)c(C)cc2C#N)OC(N)=C(C#N)C1c1ccccc1 (stereo unspecified) | u | x
O=C(c1ccco1)N1CCN(S(=O)(=O)c2ccc(S(=O)(=O)NC3CC3)cc2)CC1 | u | x
Cc1cc(C)cc(Oc2c(C(F)(F)F)oc3cc(OCC(=O)O)ccc3c2=O)c1 | u | x
COCCCn1c(C(=O)N2CCOCC2)cc2c(=O)n3ccccc3nc21 | -9% | 18
Carrying on:
SMILES | S3 lipid droplet | S3 lipid droplet cell count max
Nc1cnc(Br)cc1Br | 0% | -3
O=C(C1=C[C@H](c2ccc3c(c2)OCO3)C[C@H](OCCCCO)O1)N1CCOCC1 | 15% | 15
Cc1ccccc1NC(=S)N(C)CCc1ccccn1 | 3% | 4
Cc1cc(NC(=O)Cc2ccccc2)c2ccccc2n1 | u | x
CCCC(=O)OCCNc1cc(SCCC(=O)OC)c2nonc2c1[N+](=O)[O-] | -8% | -3
CCOC(=O)N1CCN(C(=O)c2nn(-c3cc(OC)cc(OC)c3)c(=O)c3ccccc23)CC1 | u | x
Cn1c(-c2ccccc2)cnc1NCc1ccc(-c2ccccc2)cc1 | u | x
CC(=O)c1ccc(S(=O)(=O)N2CCN(CC(=O)Nc3ccccc3C(=O)NC3CC3)CC2)cc1 | 6.5µM* | -2.0*
COc1cccc(-n2c(SCC(N)=O)nnc2-c2c[nH]c3ccccc23)c1 | u | x
CC[C@H](C)[C@@H](C(=O)NCCCCCCCCCCC(=O)N1CCNCC1)n1cc(CCCCN=C(N)N)nn1 | 17% | -24
COC(=O)CSc1nc(N)c(NC(=O)c2ccc(OC)c(OC)c2)c(=O)[nH]1 | u | x
CC(C)(C)c1ccc(C(=O)NN2C(=O)CSC2=S)cc1 | 4% | x
COc1ccc2[nH]c3nc(SCc4nnc(-c5ccccc5)o4)nnc3c2c1 | u | x
COc1ccccc1NC(=O)Nc1c(C)nn(C)c1C | 4% | 22
O=[N+]([O-])c1ccc(/C=N/NC(=S)Nc2ccccc2C(F)(F)F)o1 | -4% | -13
COc1cc(C(=S)N2CCOCC2)ccc1OC(=O)c1ccc(Br)cc1 | u | x
Cc1cc(C(=O)COC(=O)CNS(=O)(=O)c2ccc3ccccc3c2)c(C)n1-c1ccccc1 | u | x
CCOC(=O)C(C)c1ccc2cc(OC)ccc2c1 (stereo unspecified) | 7% | -8
COc1ccc2c(c1)C(SCC(=O)NCc1ccccc1)CC(C)(C)O2 (stereo unspecified) | u | x
CCn1c(SCC(=O)Nc2sc(C)c(C)c2C#N)nnc1C(C)C | i | 2
CCCC(C)NC(=O)CSCc1ccc(OC)cc1 (stereo unspecified) | u | x
Cc1ccccc1NC(=O)NCCCN1CCN(C2CCCCC2)CC1 | u | x
CCOC(=O)CCc1nn(C)c(=O)c2ccccc12 | u | x
O=C(CCc1nc(-c2ccccc2)no1)Nc1cccnc1 | i | -21
Cc1ccc(S(=O)(=O)Nc2ccccc2C(=O)NCc2cccnc2)cc1 | -4% | 9
Next part:
SMILES | S3 lipid droplet | S3 lipid droplet cell count max
O=C1CS/C(=N/N=C\c2ccn[nH]2)N1 | 18% | x
COC(=O)CC1SC(=O)NC1=Nc1ccc(OC)cc1 (stereo unspecified) | 12% | -4
COC(=O)CNC(=O)c1c(C)cc(=O)oc1C | u | x
CC(Oc1cccc(F)c1)c1ccnc2nc(/N=C/N(C)C)nn12 (stereo unspecified) | u | x
CC1=NN(c2nc(-c3ccc(C)cc3)cs2)C(=O)C1N=Nc1ccc2ccccc2c1 (stereo unspecified) | u | x
CN(CC(=O)Nc1cccc(F)c1)CC(=O)Nc1cc(S(=O)(=O)N2CCOCC2)ccc1Cl | u | x
CCN(CC)c1ccc(C(=O)O)cc1 | 2% | 4
COC(=O)[C@]1(Cc2ccccc2)N[C@H](c2ccc(-c3ccc(F)cc3)cc2)[C@@H]2C(=O)N(C)C(=O)[C@@H]21 | -13% | 21
CCOc1ccc(C(=O)NCC(=O)N2CCC(C)CC2)cc1OCC | u | x
COc1ccc(CCN(C)C/C=C/c2ccccc2[N+](=O)[O-])cc1OC | 9% | -1
CC(C)C(=O)NC(=S)Nc1ccc(S(=O)(=O)Nc2nccs2)cc1 | u | x

This is a subset (hit frequency here may not be typical).
